SIRT5 inh = inhibitors of human sirtuin-5 desuccinylase; Q9NXA8; Purified SirT5, succinyl-peptide AMC, trypsin-coupled fluorescence; inhibition, % at 15 µM; 330,000 tested, 1.1% active; in the data active means inhibition above about 15%; inconclusive means no clear call, values can overlap the other calls
PglD inh = blocks C. jejuni PglD acetyltransferase activity; purified PglD enzyme, DTNB colorimetric CoA detection; inhibition, % at 12.5 µM; 360,000 tested, 0.098% active; AID 602405; in the data active means inhibition above about 16%, passing the limit was not always enough; inconclusive means no clear call, values can overlap the other calls; further: strong numbers were not always called active
ERp5 block = blocks human ERp5 reductase activity on insulin. AID 651711. ERp5 insulin aggregation, absorbance 650 nm, 90 min. Q15084. 350,000 tested, 0.05% active. inhibition, % at 9.99 µM;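 active means mean replicate inhibition above about 25%, with every replicate also reaching it, limit read from the data, passing the limit was not always enough; inconclusive means only one of those two criteria met; inactive means neither criterion met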
DENV2 CPE = protects cells from dengue virus 2 cytopathic effect. DENV2-infected cells, cytopathic effect rescue, plate reader. CPE inhibition, % at 9.99 µM. 350,000 tested, 1.7% active. AID 651640; in the data active means CPE inhibition above about 20%, passing the limit was not always enough; inconclusive means no clear call, values can overlap the other calls; tested in BHK-21 cells;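 further: 0% = median of neutral control wells and 100% = median of positive control wells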
Statin myotox sup = suppressors of simvastatin-induced myotoxicity in C2C12 myotubes. ATP luminescence, 48 h; scaled: DMSO 0, geranylgeraniol control 100. 330,000 tested, 0.78% active. rescue of ATP level, % at 7.49 µM. AID 602340;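 active means mean ATP rescue above about 67%, or every replicate alone reaching that limit, limit read from the data, passing the limit was not always enough; inconclusive means no clear call, values can overlap the other calls; inactive means mean under the limit and some replicate under it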;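 further: myotubes were challenged with 10 µM simvastatin during compound exposure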
E-selectin induc = induces E-selectin expression in human endothelial cells; HUVEC E-selectin immunofluorescence imaging; normalized: neutral wells 0, TNF-alpha wells 100; activation, % at 7.58 µM; P16581; AID 686992; 260,000 tested, 0.37% active;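 active means mean E-selectin-positive cell signal at least 10% of the positive control, reached in at least 60% of replicates, without over 20% cell loss; inconclusive means no rule given, readout overlaps actives, possibly toxicity-flagged; inactive means the rest, including those meeting only one limit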;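 further: in these data hits start at about 27%; measured in HUVEC primary endothelial cells; signal is the percent of cells scored E-selectin positive by PE staining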
Target sequence (P16581 whole entry, looked up): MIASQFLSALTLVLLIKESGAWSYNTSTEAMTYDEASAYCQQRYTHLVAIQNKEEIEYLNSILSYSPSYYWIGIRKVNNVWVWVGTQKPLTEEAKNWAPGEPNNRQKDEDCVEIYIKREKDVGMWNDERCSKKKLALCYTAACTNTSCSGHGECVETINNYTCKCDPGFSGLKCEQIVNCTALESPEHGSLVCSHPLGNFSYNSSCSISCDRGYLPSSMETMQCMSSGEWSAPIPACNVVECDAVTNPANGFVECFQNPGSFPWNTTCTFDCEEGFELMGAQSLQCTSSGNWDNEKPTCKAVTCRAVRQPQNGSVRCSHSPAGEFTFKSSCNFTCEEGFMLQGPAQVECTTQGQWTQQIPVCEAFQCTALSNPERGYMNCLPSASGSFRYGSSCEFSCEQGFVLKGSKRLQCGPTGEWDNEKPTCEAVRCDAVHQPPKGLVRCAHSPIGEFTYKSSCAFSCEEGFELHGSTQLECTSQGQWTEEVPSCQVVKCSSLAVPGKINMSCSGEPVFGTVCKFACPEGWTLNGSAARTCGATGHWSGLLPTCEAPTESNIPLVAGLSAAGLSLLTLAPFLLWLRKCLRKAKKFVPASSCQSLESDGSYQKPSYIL
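System: HUVEC / Compound: single concentration / Signal: immunofluorescence imaging / Read-out: percent E-selectin-positive cells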
S100A4 inh HTS = blocks human S100A4 binding to myosin IIA peptide | AID 652163 | S100A4/TAMRA-MyoIIA peptide fluorescence polarization | P26447 | inhibition, % at 10.7 µM | 360,000 tested, 0.14% active;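 active means mean inhibition of at least 70% across replicates, with every replicate also reaching that level; inconclusive means mean inhibition reaches 70% but some replicates fall short; inactive means mean inhibition below 70%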
Target sequence (P26447 whole entry, looked up): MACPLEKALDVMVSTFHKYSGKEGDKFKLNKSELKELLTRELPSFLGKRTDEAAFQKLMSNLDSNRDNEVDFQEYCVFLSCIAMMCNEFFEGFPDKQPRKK
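Material: human S100A4 monomer with TAMRA-labelled myosin IIA peptide; buffer or medium: HEPES pH 7.2 with CaCl2, KCl, NaCl, DTT, Triton; compound dosing: one concentration per compound; schedule: 5 min incubation before reading; benchmarks: neutral control DMSO, positive control TFP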
Numbers without * were called inactive; ? = inconclusive; / = not tested or not shown. These rows are one share of the data; rates above refer to the full screens.

Abbreviations: A = SIRT5 inh; B = PglD inh; C = ERp5 block; D = DENV2 CPE; E = Statin myotox sup; F = E-selectin induc; G = S100A4 inh HTS
C[C@H](CO)N1C[C@H](C)[C@H](CN(C)S(=O)(=O)c2ccc(C#N)cc2)Oc2ncc(-c3cccc(F)c3)cc2C1=O
  A: 2.4	B: 3.0	C: -1.4	D: 2.2	E: 0.8	F: -0.3	G: 11.7
CCC1CCCCN1C(=O)CSc1nnc(-c2ccc(Cl)cc2)o1 (stereo not given)
  A: /	B: -2.9	C: 2.2	D: -1.9	E: 7.7	F: /	G: 9.3
O=C(COC(=O)CSc1ccc(F)cc1)NC1CC1
  A: /	B: -3.2	C: -1.6	D: -11.1	E: 5.0	F: -0.6	G: -1.2
CN(C(=O)COC(=O)Cc1c[nH]c2ccccc12)c1c(N)n(Cc2ccccc2)c(=O)[nH]c1=O
  A: 1.4	B: -2.5	C: -5.5	D: /	E: 6.9	F: 1.3	G: -1.9
Cc1ccc(C(=O)NCCCc2ccccc2)c(Cl)c1
  A: -2.8	B: -1.0	C: 0.5	D: -6.8	E: -5.7	F: 0.2	G: -5.9
COc1cc2c(cc1OC)C(c1ccccc1)NCC2 (stereo not given)
  A: 0.5	B: 3.7	C: 3.6	D: -3.5	E: -8.0	F: -0.1	G: -6.9
CC1C(=O)N(Cc2cn(Cc3ccco3)nn2)CCS(=O)(=O)N1Cc1ccc(-c2ccc(Cl)cc2)cc1 (stereo not given)
  A: -2.6	B: /	C: 0.9	D: 17.2	E: 10.8	F: -0.1	G: 0.8
Cc1cnc(C(=O)OCC(=O)C23CC4CC(CC(C4)C2)C3)cn1
  A: 17.1*	B: 3.3	C: -1.2	D: -1.1	E: -3.1	F: -0.2	G: -5.0
Cc1ccccc1S(=O)(=O)NCC[C@H]1CC[C@H](NS(=O)(=O)c2ccccc2C)[C@H](CO)O1
  A: -1.2	B: -18.5	C: -0.3	D: 8.5	E: -5.9	F: 2.0	G: 6.5
COc1ccc(CS(=O)(=O)c2nc(C)cc(C)c2S(C)(=O)=O)cc1
  A: -5.8	B: /	C: 4.2	D: 0.0	E: /	F: -2.6	G: -16.2

Records listed above printed as active in SIRT5 inh:
molecule	SIRT5 inh	PglD inh	ERp5 block	DENV2 CPE	S100A4 inh HTS
Cc1cnc(C(=O)OCC(=O)C23CC4CC(CC(C4)C2)C3)cn1	17.1*	3.3	-1.2	-1.1	-5.0

Next records:
Abbreviations: A = SIRT5 inh; B = PglD inh; C = ERp5 block; D = DENV2 CPE; E = Statin myotox sup; F = E-selectin induc; G = S100A4 inh HTS
Cc1ccc(NC(=O)Cn2cnc3ccccc32)cc1C
  A: 0.8	B: /	C: 8.3	D: -2.1	E: 6.9	F: /	G: 4.7
C#CCOCCOCCOCCNc1nc(N2CCN(C(=O)[C@H](CCCCN)n3cc([C@@H](N)[C@H](C)CC)nn3)CC2)nc(N2CCN(C(=O)[C@H](CCC(=O)O)n3cc([C@@H](N)CCCCN)nn3)CC2)n1
  A: -4.5	B: -2.5	C: -3.9	D: -2.3	E: 8.0	F: 0.4	G: 2.6
CN(Cc1cccc2cnccc12)C(=O)c1cc(COc2ccc(F)cc2F)on1
  A: -4.9	B: -3.5	C: 0.7	D: -5.9	E: /	F: -0.1	G: 23.1
COc1cccc(C#Cc2cnc3c(c2)C(=O)N([C@@H](C)CO)C[C@H](C)[C@@H](CN(C)C(C)=O)O3)c1
  A: 4.1	B: -0.3	C: 1.7	D: -2.1	E: 5.7	F: -0.1	G: 7.8
C[C@@H]1CN([C@H](C)CO)C(=O)c2cc(NC(=O)Cn3cnnn3)ccc2O[C@H]1CN(C)Cc1ccccc1
  A: -0.2	B: 1.2	C: -2.3	D: -5.3	E: 5.1	F: 0.0	G: -8.3
O=C(CCN1CCCCC1)NCC[C@H]1CC[C@H](NS(=O)(=O)c2cccc(F)c2)[C@@H](CO)O1
  A: 5.8	B: 1.9	C: 0.3	D: ?	E: -1.0	F: -0.5	G: -3.5
CN(Cc1n[nH]c(=S)n1C)S(=O)(=O)c1ccccc1
  A: -3.0	B: -1.5	C: -0.4	D: -2.0	E: 5.5	F: /	G: 4.4
CCCCCCCC(=O)C(C)C(=O)N(C)[C@H](Cc1ccc(OC)cc1)C(=O)N(C)[C@H](C(N)=O)C(C)C (stereo not given in full)
  A: 3.1	B: -1.1	C: 6.9	D: 5.5	E: -7.1	F: -0.2	G: -9.7
COc1cc2c3c(c1OC)C1(C=CC(=O)C=C1)CC3N(C(=O)CCC(=O)O)CC2 (stereo not given)
  A: -5.4	B: /	C: -4.5	D: 2.6	E: -4.7	F: -0.5	G: -8.0
C[C@@H]1CN([C@H](C)CO)C(=O)c2cc(NC(=O)Cc3ccccc3)ccc2O[C@@H](C)CCCCO[C@@H]1CN(C)S(=O)(=O)c1ccccc1
  A: 6.9	B: 1.4	C: 3.8	D: -3.6	E: /	F: /	G: -12.9

Limited to E-selectin induc and DENV2 CPE, for 3 of the compounds above:
Structure | E-selectin induc | DENV2 CPE
C[C@@H]1CN([C@H](C)CO)C(=O)c2cc(NC(=O)Cc3ccccc3)ccc2O[C@@H](C)CCCCO[C@@H]1CN(C)S(=O)(=O)c1ccccc1 | / | -3.6
COc1cc2c3c(c1OC)C1(C=CC(=O)C=C1)CC3N(C(=O)CCC(=O)O)CC2 (stereo not given) | -0.5 | 2.6
CN(Cc1cccc2cnccc12)C(=O)c1cc(COc2ccc(F)cc2F)on1 | -0.1 | -5.9

Molecules listed so far that contain an aryl thioether with sulfur outside any ring, in the order listed:
Abbreviations: A = SIRT5 inh; B = PglD inh; C = ERp5 block; D = DENV2 CPE; E = Statin myotox sup; F = E-selectin induc; G = S100A4 inh HTS
CCC1CCCCN1C(=O)CSc1nnc(-c2ccc(Cl)cc2)o1 (stereo not given)
  A: /	B: -2.9	C: 2.2	D: -1.9	E: 7.7	F: /	G: 9.3
O=C(COC(=O)CSc1ccc(F)cc1)NC1CC1
  A: /	B: -3.2	C: -1.6	D: -11.1	E: 5.0	F: -0.6	G: -1.2

Next part:
Second line of a record: SIRT5 inh, PglD inh, ERp5 block, DENV2 CPE, Statin myotox sup, E-selectin induc, S100A4 inh HTS
O=C(Nc1ccc2c(c1)OCO2)c1cc(C2CCCN(C(=O)CCCc3ccccc3)C2)on1 (stereo not given)
→ 0.6, 0.5, 1.4, -7.8, 4.0, 0.8, 7.5
COc1ccc(NC(=O)c2ccccc2-c2ccccc2C(=O)O)cc1
→ -5.8, -0.1, 0.9, 4.8, 6.0, /, -0.9
CN(C)C(=O)c1cccc(-c2ccc3c(c2)[C@H]2[C@H](CCN2C(=O)c2cccc(F)c2)[C@@H](CO)N3C)c1
→ /, 4.5, /, /, 7.6, 0.7, /
O=C(c1cccc(S(=O)(=O)N2CCOCC2)c1)N1CCN(c2ccccc2)CC1
→ -0.9, 0.9, -4.0, ?, 4.9, 0.0, 9.7
Cc1ccc(/C=N/Nc2ccc(C(=O)O)cc2)o1
→ 0.4, /, 4.2, /, /, -1.3, -6.6
COCC(=O)Nc1ccc2c(c1)[C@@H]1C[C@H](CC(=O)NCc3cc(F)ccc3F)O[C@@H](CO)[C@@H]1O2
→ /, -0.8, /, -6.2, 0.9, -0.5, /
CC(C)CNC(=O)c1ccccc1C(=O)NC1(C(=O)NCC(C)C)CCCC1
→ 5.4, -4.3, 4.1, 4.9, -2.9, -0.1, 2.5
CCS(=O)(=O)N1CCCCN2[C@H](CO)[C@@H](c3ccc(C#CC(C)(C)O)cc3)[C@@H]2C1
→ 13.2, -8.6, -0.2, 1.3, /, 0.4, 10.0
CCCNC(=O)Nc1ccc2c(c1)OC[C@@H](C)N(C(=O)c1ccccc1F)C[C@@H](C)[C@@H](OC)CN(C)C2=O
→ -0.2, 0.1, 0.6, -7.6, -1.4, 0.0, -1.2
O=c1[nH]c(C2CCCN(S(=O)(=O)c3ccccc3)C2)nc2c1nnn2Cc1cccc(Cl)c1 (stereo not given)
→ -7.1, 0.8, 3.3, 0.8, 52.5, /, 1.0
CC(=O)c1cccc(NC(=O)C2CCN(S(=O)(=O)c3ccc(F)cc3)CC2)c1
→ /, -4.2, /, /, -5.0, -0.4, /
C[C@@H]1CN([C@H](C)CO)C(=O)c2cc(NC(=O)C3CC3)ccc2O[C@H]1CN(C)Cc1ccc(C(=O)Nc2ccccc2N)cc1
→ -1.1, /, 2.8, -6.2, /, 0.8, -1.8
O=C(Nc1ccccc1F)N1CC(=O)N2[C@H](CO)[C@@H](c3ccc(C#Cc4ccccc4)cc3)[C@H]2C1
→ 1.1, /, 14.0, -3.3, /, 0.0, 8.8

Looked up above:
Reading of O=C(Nc1ccc2c(c1)OCO2)c1cc(C2CCCN(C(=O)CCCc3ccccc3)C2)on1 (stereo not given) under ERp5 block: 1.4
Reading of CCS(=O)(=O)N1CCCCN2[C@H](CO)[C@@H](c3ccc(C#CC(C)(C)O)cc3)[C@@H]2C1 under SIRT5 inh: 13.2
Reading of O=C(Nc1ccccc1F)N1CC(=O)N2[C@H](CO)[C@@H](c3ccc(C#Cc4ccccc4)cc3)[C@H]2C1 under E-selectin induc: 0.0

Screening data from PubChem.
